MITF primary: inhibitors of human MITF; 650,000 compounds, 0.91% hits; inhibition, % at 2.6 µM; AlphaScreen MITF homodimerization, bead proximity signal; AID 1259374; O75030; in the data active = inhibition above about 50%;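 note: 0% = vehicle wells with protein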
Target sequence (O75030 whole entry, looked up): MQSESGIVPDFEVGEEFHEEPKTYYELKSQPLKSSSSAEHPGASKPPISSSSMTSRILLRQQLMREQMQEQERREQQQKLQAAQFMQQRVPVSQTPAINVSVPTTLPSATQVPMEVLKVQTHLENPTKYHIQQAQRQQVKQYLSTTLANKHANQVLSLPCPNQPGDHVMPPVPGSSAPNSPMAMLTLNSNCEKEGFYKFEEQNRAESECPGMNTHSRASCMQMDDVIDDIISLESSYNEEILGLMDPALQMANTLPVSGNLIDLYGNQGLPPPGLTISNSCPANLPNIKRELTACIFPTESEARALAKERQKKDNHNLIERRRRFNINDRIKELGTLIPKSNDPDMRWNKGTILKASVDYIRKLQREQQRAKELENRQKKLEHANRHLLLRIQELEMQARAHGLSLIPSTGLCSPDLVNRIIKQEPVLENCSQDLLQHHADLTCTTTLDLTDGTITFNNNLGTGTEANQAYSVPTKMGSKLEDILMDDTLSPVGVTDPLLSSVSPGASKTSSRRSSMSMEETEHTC
GPR151 activ: human GPR151 activation; 650,000 compounds, 1% hits; PathHunter beta-arrestin GPR151 cells, luminescence; Q8TDV0; activation, % at 11.2 µM; in the data active = activation above about 4.9%;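 note: 0% = median of compound wells and 100% = cells with positive control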
Target sequence (Q8TDV0 whole entry, looked up): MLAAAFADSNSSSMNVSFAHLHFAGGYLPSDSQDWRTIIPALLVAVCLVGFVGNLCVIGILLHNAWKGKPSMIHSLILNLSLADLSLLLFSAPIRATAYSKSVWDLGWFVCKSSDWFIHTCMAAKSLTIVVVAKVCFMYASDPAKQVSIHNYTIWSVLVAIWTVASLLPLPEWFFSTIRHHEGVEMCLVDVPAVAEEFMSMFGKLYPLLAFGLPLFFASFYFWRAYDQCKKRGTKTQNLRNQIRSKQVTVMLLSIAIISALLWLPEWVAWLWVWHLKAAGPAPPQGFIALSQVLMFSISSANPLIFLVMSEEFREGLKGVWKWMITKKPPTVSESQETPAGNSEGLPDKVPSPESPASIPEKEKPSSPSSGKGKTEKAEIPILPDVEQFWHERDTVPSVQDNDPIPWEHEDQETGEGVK
FBW7 act: activators of human E3 ligase FBW7; Q969H0; AlphaScreen FBW7–phospho-cyclin E peptide binding, activator screen; normalized activity (activation), % at 26.1 µM; 650,000 compounds, 0.13% hits; AID 1259310; in the data active = normalized activity above about 1.9%;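 note: purified mutant Fbw7 with reduced substrate affinity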
TEAD-YAP inh: TEAD-YAP interaction inhibition | HEK-TIYL cells, TEAD-Gal4/YAP UAS-luciferase luminescence | inhibition, % at 9.12 µM | 640,000 compounds, 1.4% hits | AID 1259422; in the data active = inhibition above about 32%;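 note: 0% = median of test compound wells and 100% = reference inhibitor wells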
* = called active by the depositor; & = joins results of further samples.

entry	SMILES	MITF primary	GPR151 activ	FBW7 act	TEAD-YAP inh
1	CCCNC(=O)c1c[nH]c2ccc(S(=O)(=O)N(C)c3ccc(CC)cc3)cc2c1=O	6	1.8	-0.2	6
2	COc1ccc(C2=N/C(=C/c3ccc(Cl)cc3Cl)C(=O)O2)cc1Br	-1	-0.1	0.0	-3
3	COc1cc(C(=O)NCC(=O)OCC(=O)C23CC4CC(CC(C4)C2)C3)cc(OC)c1OC	-7	-1.1	0.0	4
4	COc1cc(C)c(C(C)C)cc1S(=O)(=O)N1CCN(S(=O)(=O)c2cc(C(C)C)c(C)cc2OC)CC1	-8	-0.8	0.0	1
5	CC(NC(=O)/C(=C\c1ccc(Cl)cc1)NC(=O)c1ccco1)C(=O)O (stereo unspecified)	-12	-1.3	0.0	8
6	O=C(NCC(=O)N1CCCCC1)c1[nH]ncc1[N+](=O)[O-]	-2	-1.3	-0.1	-4
7	COc1ccccc1Nc1ncccc1C(=O)NC1CCCC1	-1	-0.5	-0.1	1
8	O=C(NCC1CCCCC1)C1CCCN1C(=O)Nc1cccc(Cl)c1 (stereo unspecified)	0	0.4	-0.2	-5
9	CCn1c(O)c(N=O)n(CC)c1=S	4	-0.3	-0.3	6
10	CC(NC(=O)C1CCN(c2nnc(N3CCCC3=O)s2)CC1)c1ccccc1 (stereo unspecified)	7	1.4	0.0	12
11	CCN(CC)c1ccc(/C=N/NC(=O)c2ccc3ccccc3c2O)c(O)c1	-3	-0.6	-0.1	14
12	O=C(Nc1ccc(-c2cc3ccccc3oc2=O)cc1)c1cc([N+](=O)[O-])ccc1Cl	6	-0.1	0.0	-7
13	O=C1OC(c2cccc(Br)c2)=N/C1=C\c1ccc(-c2ccc(Cl)cc2)o1	7	0.1	0.0	6
14	O=C(c1ccc(N2CCC(NCCCc3ccccc3)CC2)cc1)N1CCCC(CO)C1 (stereo unspecified)	15	0.5	0.0	8
15	CCNC(=O)C1CCCN(c2c3c(nc4ncnn24)CCC3)C1 (stereo unspecified)	8	-0.1	0.0	4
16	CCC(C)NC(=O)c1cc(S(=O)(=O)N2CC(C)CC(C)C2)ccc1F (stereo unspecified)	-2	-0.5	-0.3	3
17	Cc1sc2ncn3c(SCC(=O)NNC(=O)c4ccco4)nnc3c2c1C	16	-0.1	0.1	11
18	O=C1OC(c2ccc(Cl)cc2Cl)=N/C1=C\c1cccnc1	4	1.4	0.1	10
19	c1ccc(Cn2c(NCc3ccco3)nc3ccccc32)cc1	6	1.5	-0.2	-10
20	CN(C)CCNc1ccnc2c(-c3cc(C(F)(F)F)cc(C(F)(F)F)c3)cnn12	-2	1.0	0.1	-3
21	Cc1ccc(CSc2ccc3nnc(-c4ccncc4)n3n2)cc1	6	2.0	-1.1	5
22	CCOC(=O)/C(N=Nc1cc(C(=O)O)cc(C(=O)O)c1)=C(\C)O	17	2.8	0.1	9
23	COc1ccccc1N=c1oc2cc(OC(C)=O)ccc2cc1C(=O)NC(C)=O	15	-1.7	0.1	7
24	COc1cccc(C(=O)NNC(=O)c2ccc(F)cc2)c1	-3	-0.4	-0.1	-5
25	O=C(COc1ccc2c(c1)C(=O)CC2)Nc1ccc(Cl)cn1	-1	-1.5	0.1	-2
26	CC(=O)OCCc1c(C)nc2c(C#N)c[nH]n2c1=O	-6	2.1	-0.1	-4
27	Nc1ccc(Cl)c(S(=O)(=O)Nc2ccc(I)cc2)c1	-3	-0.1	-0.1	13
28	COc1ccccc1NC(=O)CSc1nnc(-c2ccccn2)n1-c1ccccc1OC	15	1.8	0.0	42*
29	CC(SCc1ccccc1)C(=O)N/N=C/c1ccccc1 (stereo unspecified)	-10	0.8	0.0	-5
30	CCN(CC)S(=O)(=O)c1ccc(C(=O)Nc2ccc3nc(SC)sc3c2)cc1	-14	1.5	0.0	-3

Six structures already listed, ordered by molar mass, rising:
entry	SMILES	MITF primary	GPR151 activ	FBW7 act	TEAD-YAP inh
26	CC(=O)OCCc1c(C)nc2c(C#N)c[nH]n2c1=O	-6	2.1	-0.1	-4
24	COc1cccc(C(=O)NNC(=O)c2ccc(F)cc2)c1	-3	-0.4	-0.1	-5
25	O=C(COc1ccc2c(c1)C(=O)CC2)Nc1ccc(Cl)cn1	-1	-1.5	0.1	-2
27	Nc1ccc(Cl)c(S(=O)(=O)Nc2ccc(I)cc2)c1	-3	-0.1	-0.1	13
30	CCN(CC)S(=O)(=O)c1ccc(C(=O)Nc2ccc3nc(SC)sc3c2)cc1	-14	1.5	0.0	-3
28	COc1ccccc1NC(=O)CSc1nnc(-c2ccccn2)n1-c1ccccc1OC	15	1.8	0.0	42*

Other records.
entry	SMILES	MITF primary	GPR151 activ	FBW7 act	TEAD-YAP inh
31	O=C(COC(=O)c1cc(=O)c2ccccc2o1)c1cccc(Br)c1	8	-1.2	-0.1	2
32	COc1ccc(CN2C(=O)NC(=O)/C(=C\c3cc(OC)c(O)c([N+](=O)[O-])c3)C2=O)cc1	18	-1.4	-0.9	12
33	Cc1ccc(C(=O)OCC(=O)COC(=O)c2ccc(C)s2)s1	10	0.4	0.6	-9
34	CCOC(=O)CCNC(=O)N1CCC(CC2CCCCO2)(C(=O)OCC)CC1 (stereo unspecified)	-13	1.1	-0.2	-10
35	Cc1nnc(SCc2ccccn2)n1Cc1ccccc1	-4	1.0	-0.1	-1
36	COc1ccc(OC)c(/C=C2/SC(=Nc3ccccc3)N(N(C)C)C2=O)c1	14	-1.1	0.7	4
37	CC(=O)c1ccc(N=C2CSC(=O)N2)cc1	9	2.1	-0.1	3
38	O=C(Cc1noc2ccccc12)NCCN1CCN(Cc2ccccc2)CC1	6	3.0	0.6	14
39	Cc1ccc2nc(SCC(=O)NNC(=O)c3ccccc3)c(C#N)cc2c1	8	1.7	0.0	-47
40	Cc1ccc(N2CCC(N3CCN(C)C(CCO)C3)CC2)cc1 (stereo unspecified)	8	-0.5	0.1	-4
41	CCN(CC)/C(=N/S(=O)(=O)c1ccccc1)c1ccc(Cl)cc1	-5	-0.7	0.0	4
42	CCOC(=O)c1ccc(OC(=O)CCCCCN=C(N)N)cc1	-9&9&2	0.2&-0.9&1.5	0.3&0.3&0.0	-2
43	O=C(O)c1ccc(CSc2nnc(-c3ccncc3)o2)cc1	2	1.0	-0.1	-4
44	CCCCOc1ccc(CNn2c(-c3cccc(C)c3)nc3ccccc3c2=O)cc1	7	-0.9	-0.1	4
45	N#Cc1ccc(/C=N/NC(=O)c2ccccc2)cc1	-12	2.3	0.0	-62
46	CCCC(C)c1nnc(NC(=O)c2ccc(OC)c([N+](=O)[O-])c2)s1 (stereo unspecified)	2	0.0	-0.1	2
47	COCCNC(=O)[C@@H]1C[C@@H](NC(C)C)CN1C1Cc2ccccc2C1	-6	-1.0	0.1	-9
48	N#Cc1ccc(S(=O)(=O)N2CCNCC2)cc1	17	0.2	-0.2	-2
49	COc1ccc(C2CC(C(F)(F)F)n3ncc(C(=O)Nc4cc(Cl)cc(Cl)c4)c3N2)cc1OC (stereo unspecified)	17	-1.1	-0.1	-8
50	CCCCC(=O)N1c2c(C)cccc2C(Nc2ccccc2C)CC1C (stereo unspecified)	11	0.2	0.2	-5
51	CC(C)(C)n1nnnc1C(c1ccc2ncccc2c1)N1CCN(Cc2ccccc2)CC1 (stereo unspecified)	8	0.6	1.3	8
52	O=C1N(C2Cc3ccccc3C2)C[C@@H]2C[C@@H](c3cccn3-c3cccnc3)N3CCC[C@@]123	11	0.3	-0.2	8
53	CC1Cc2nc(SCC(=O)N3CCCc4ccccc43)n(C)c(=O)c2S1 (stereo unspecified)	2	-0.2	-0.4	7
54	Cc1ccccc1C(=O)NCCc1ccc(S(N)(=O)=O)cc1	5	-0.4	0.0	-2
55	CC1CC(C)CN(S(=O)(=O)c2cc(C(=O)Nc3cccc(Cl)c3)ccc2F)C1 (stereo unspecified)	0	-0.7	0.0	-13
56	COc1ccc(-c2csc(Nc3ccccc3Cl)n2)cc1	-18	-0.7	-0.1	-27
57	O=S(=O)(c1cccc(F)c1)N1CCNCC1	8	-0.9	0.1	3
58	CCCc1ccc(-c2ccc(-c3noc(-c4c(-c5ccccc5Cl)noc4C)n3)cc2)cc1	6	2.8	-0.1	-1
59	COc1ccc2ccc3c(c2c1)C=CC(c1ccccc1)(c1ccccc1)O3	6	-1.0	-0.1	4
60	CCCOc1ccc(C2NC(=O)NC(C)=C2C(=O)OCCSCC)cc1OC (stereo unspecified)	11	-0.2	0.3	-18
61	Cc1noc(NS(=O)(=O)c2ccc(N/C=C/C(=O)c3ccncc3)cc2)c1C	13	1.1	0.1	0
62	CC(C)(C)NC(=O)c1ccc(NC(=O)CSc2ccccc2)cc1	6	-0.9	-0.1	-2
63	c1ccc(CNc2ccnc(Nc3ncccn3)n2)cc1	6	-1.7	0.6	-21
64	COc1ccc(Cl)cc1NC(=O)c1nn(-c2ccccc2OC)c(=O)c2ccccc12	16	-0.8	0.4	6
65	COCCCNC(NC(=O)c1ccc(Br)cc1)C(Cl)(Cl)Cl (stereo unspecified)	5	-1.0	1.3	15
66	CCOc1ccccc1CN1CCCC(CNS(=O)(=O)c2ccc(OC)cc2)C1 (stereo unspecified)	3	-1.2	0.4	10
67	COc1ccc(C2C(C(=O)Nc3ccccc3F)=C(C)NC3=C2C(=O)CCC3)cc1 (stereo unspecified)	1	-0.1	0.0	2
68	Cc1ccc(N2NC3(CCCCC3)NC2=S)cc1	7	4.2	0.1	5
69	COc1cccc(N(CC(=O)N2CCOCC2)S(=O)(=O)c2ccc(C)cc2)c1	-3	0.1	-0.1	0
70	Cc1c(C(=O)NCCC2=CCCCC2)sc2ncn(CC(=O)Nc3cccc(C(F)(F)F)c3)c(=O)c12	5	-1.1	-0.7	5
71	CC(Sc1nnc2c(n1)[nH]c1ccccc12)C(=O)N1CCCCC1C (stereo unspecified)	22	-0.8	1.1	-1
72	C=CCn1c(=O)c(CN2CCC(N3CCN(CC)CC3)CC2)cc2cc(C)ccc21	-28	0.2	-0.1	-5
73	O=C(Nc1cccc(N2CCCS2(=O)=O)c1)c1ccc(F)cc1	-4	1.0	-0.1	-15
74	COc1ccc(NC(=O)c2ccc(N3C(=O)CCC3=O)cc2)c2ccccc12	1	0.2	0.0	-12
75	CCOC(=O)C(=O)Nc1sc(C(=O)NC2CCCCC2)c(C)c1C(=O)OCC	28	-0.8	0.9	-6
76	Cc1cn2c3c(=O)n(C)c(=O)n(C)c3nc2n1-c1ccccc1N	6	2.9	0.0	-6
77	COc1cc(/C=C2/C=C(c3ccc(C)cc3)OC2=O)ccc1C	10	-0.1	0.1	32*
78	COc1ccc(NC(=O)C2CC(=O)NC(=Nc3ccc(C)c(C)c3)S2)cc1 (stereo unspecified)	0	-1.2	-0.1	5
79	CC(C)C(NC(=O)c1ccoc1)c1nnc2n1CCN(Cc1cccc(F)c1F)CC2 (stereo unspecified)	-9	0.0	0.0	-12
80	CCCn1c(=O)c2c(nc3n(-c4ccc(Br)cc4)c(C)cn23)n(C)c1=O	-7	-1.5	0.6	-11

The results go on.
entry	SMILES	MITF primary	GPR151 activ	FBW7 act	TEAD-YAP inh
81	CC(C)(C)NS(=O)(=O)c1ccc(NC(=O)Cc2ccccc2[N+](=O)[O-])cc1	-2	-1.5	0.2	-15
82	Cn1c(=O)[nH]c(=O)c2c(C(F)(F)F)cc(-c3cccs3)nc21	-1	0.1	0.1	-3
83	Cc1cc(S(=O)(=O)NC(C)C)ccc1OCC(=O)Nc1cccc([N+](=O)[O-])c1	1	0.9	-0.1	8
84	O=C(Nc1ccc(F)cc1F)c1nccc2ccccc12	9	-0.8	0.0	-85
85	COc1cc(NC(=O)c2ccc(Br)o2)cc(OC)c1	7	0.6	0.0	-3
86	COc1ccc(NC(=O)CCN2CCN(C/C=C/c3ccccc3)CC2)c(OC)c1	-14	-0.1	-0.3	3
87	Cc1ccc(Cn2c(CN(C)Cc3ccccc3)nc3c2c(=O)n(C)c(=O)n3C)cc1	-18	0.4	0.0	-5
88	Cc1cccc(-c2nc3ccccc3c(=O)n2CC(=O)O)c1	-1	3.6	0.8	-34
89	CS(=O)(=O)NCCc1c[nH]c2ccc(Cl)cc12	3	-0.6	0.0	-6
90	N=C1/C(=C/c2cccnc2)C(=O)N=C2SC(c3cccs3)=NN12	19	-1.2	0.2	9
91	O=C(NCCc1ccc(O)cc1)c1cnc(Nc2ccncc2)s1	13	-1.2	0.6	1

Assay outcomes (PubChem BioAssay)

The order is random, and some 3.4% of all compounds hit somewhere here.
